Screening data from PubChem.
OX1R antag – blocks the human orexin 1 receptor | inhibition, % at 6.6 µM | O43613 | AID 485270 | 330,000 compounds, 1.8% hits | OX1R-expressing cells, FRET antagonist read-out; in the data active = inhibition mostly above about 38%, no sharp cut-off; inactive = mostly below about 40%;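 also: 0% = agonist challenge alone and 100% = reference antagonist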
Target sequence (O43613 whole entry, looked up): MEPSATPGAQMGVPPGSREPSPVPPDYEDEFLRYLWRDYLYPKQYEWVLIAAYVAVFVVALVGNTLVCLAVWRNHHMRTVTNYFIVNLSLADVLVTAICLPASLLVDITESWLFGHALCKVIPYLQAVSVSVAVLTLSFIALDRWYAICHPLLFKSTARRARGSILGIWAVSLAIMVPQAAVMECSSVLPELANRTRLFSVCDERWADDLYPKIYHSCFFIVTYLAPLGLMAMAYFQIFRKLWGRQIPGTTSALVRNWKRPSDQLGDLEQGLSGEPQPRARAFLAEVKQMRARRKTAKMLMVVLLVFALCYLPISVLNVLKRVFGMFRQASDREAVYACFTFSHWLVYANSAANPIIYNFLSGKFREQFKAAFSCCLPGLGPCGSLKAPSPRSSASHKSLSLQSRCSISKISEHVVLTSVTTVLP
STK33 inh – human STK33 kinase inhibition. Q9BYT3. purified STK33, MBP phosphorylation, ADP-Glo luminescence. inhibition, % at 10 µM. 320,000 compounds, 0.073% hits;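 active = inhibition at or above 25%, using the most active replicate where run in duplicate; inactive = inhibition below 25%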
Target sequence (Q9BYT3 whole entry, looked up): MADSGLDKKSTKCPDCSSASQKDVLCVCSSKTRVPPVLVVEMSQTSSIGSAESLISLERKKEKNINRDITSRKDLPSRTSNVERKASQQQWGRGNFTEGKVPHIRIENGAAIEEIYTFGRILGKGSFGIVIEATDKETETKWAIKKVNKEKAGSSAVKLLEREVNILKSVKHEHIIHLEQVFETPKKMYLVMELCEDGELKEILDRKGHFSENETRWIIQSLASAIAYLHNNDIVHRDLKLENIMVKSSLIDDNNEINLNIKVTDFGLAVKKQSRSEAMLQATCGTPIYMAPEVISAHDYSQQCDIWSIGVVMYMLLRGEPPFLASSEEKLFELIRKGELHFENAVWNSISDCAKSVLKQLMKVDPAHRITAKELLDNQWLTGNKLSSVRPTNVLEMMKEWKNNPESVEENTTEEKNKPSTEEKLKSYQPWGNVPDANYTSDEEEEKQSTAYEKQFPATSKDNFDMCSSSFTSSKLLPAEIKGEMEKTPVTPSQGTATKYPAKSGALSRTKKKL
* hit, by the source's call; / = no result given.

Results follow in this order: OX1R antag | STK33 inh
CCN(CC)c1ccc(NC(=O)OC)cc1
  7.0 | -1.2
CCN(CC)S(=O)(=O)c1cccc(NC(=O)COC(=O)C2COc3ccccc3O2)c1 (stereo unspecified)
  17.1 | 0.1
NS(=O)(=O)c1ccc(CCNC(=O)c2ccc(NS(=O)(=O)c3ccc4[nH]c(=O)[nH]c4c3)cc2)cc1
  19.7 | -0.8
COC(=O)c1[nH]c2ccc(C)cc2c1NC(=O)CN1CCCc2ccccc21
  13.8 | -0.6
COc1ccc(Br)c(C(=O)Nc2nc3ccccc3[nH]2)c1
  27.6 | -1.0
Cc1nc(-c2ccccc2)sc1C(=O)/C=C/c1ccc(Cl)cc1
  10.9 | -1.9
CC1(C)OC(=O)C=C[C@]2(C)[C@H]3CC[C@@]4(C)[C@H](C(=O)O)OC(=O)[C@H]5O[C@]54[C@]3(C)C(=O)C[C@@H]12
  5.2 | -0.5
COc1ccc(S(=O)(=O)N2CCOCC2)cc1NC(=O)CCCOc1ccccc1
  9.6 | -0.8
Cc1nn(-c2ccc(N3CCOCC3)nn2)c(C)c1CCC(=O)N1CCN(C)CC1
  6.4 | -1.5
Cc1cc(=O)[nH]c(N/N=C/c2ccc(C)o2)n1
  19.9 | -0.3
CCC(C)CCN1C(N(C)C)=NC[C@@H]1Cc1ccccc1 (stereo partly specified)
  6.0 | -0.5
COc1ccccc1OCC(=O)N1CCN(C(=O)COc2ccccc2OC)CC1
  4.9 | -0.9
CN1CCN(c2ccc([N+](=O)[O-])cc2NC(=O)c2ccccc2)CC1
  15.9 | -1.1
CCOc1ccc(NC(=O)c2ccc(NC(=S)NC3CC3)cc2)cc1
  9.4 | 0.8
O=C(CCc1ccc(S(=O)(=O)N2CCOCC2)cc1)OCC(=O)c1ccccc1
  0.3 | -0.5
CCN(c1ccc(OC)cc1)S(=O)(=O)c1nnc(NC(=O)c2ccco2)s1
  23.8 | -0.2
O=C(NNC(=O)c1ncc(Cl)c(Cl)c1Cl)c1ccc(F)cc1
  12.5 | -0.7
CCOC(=O)N1CCN(C(=O)Nc2ccccc2)CC1
  9.1 | -3.9
O=Cc1cccc(OC(=O)/C=C/c2ccco2)c1
  -9.7 | 0.6
CS(=O)(=O)N(CC(=O)Nc1cccnc1)c1ccc2c(c1)OCCO2
  4.2 | -0.7
CC1(C)CC(=O)C(N=Nc2ccc(OC(F)F)cc2)=C(O)C1
  55.5* | -0.2
COc1ccc(-c2cc3ccc(OCc4nn[nH]n4)cc3oc2=O)cc1OC
  20.1 | 1.9
CCn1cc(C(=O)NN)c(=O)c2cc(F)c(N3CCN(C)CC3)cc21
  2.8 | 0.4
CCOc1ccc(C(=O)NCCN2CCOCC2)cc1
  14.1 | -1.3
CCOc1ccc2nc(NCCNS(=O)(=O)c3ccccc3)c(C#N)cc2c1
  32.9 | -1.0
Cc1cc(C)c(C)c(S(=O)(=O)N2CCN(CC(=O)Nc3sccc3C#N)CC2)c1C
  16.4 | -0.1
Cc1ccc(NC(=S)N2CCN(S(C)(=O)=O)CC2)cc1C
  / | 0.9
COc1cc2ccccc2cc1C(=O)OCc1nc2ccsc2c(=O)[nH]1
  34.9* | -1.9
Cn1c(SCc2ccc3c(c2)OCO3)nnc1-c1ccccc1
  18.2 | 0.1
CCOC(=O)c1ccc(NC(=O)C2CCN(S(=O)(=O)CC)CC2)cc1
  18.7 | -0.3
COC(=O)c1cn(NC(=O)c2cccc(F)c2)c(=O)c2ccccc12
  19.2 | 2.5
O=C(NCC(=O)N(c1ccccc1)C(C(=O)NC1CCCC1)c1cccnc1)c1ccco1 (stereo unspecified)
  5.1 | 7.8
O=C(Cc1ccccc1)NCC(=O)OCc1ccccc1F
  11.8 | 0.0
C#CCOCCOCCOCCNc1nc(N2CCN(C(=O)C([C@@H](C)O)n3cc([C@@H](N)CCCCN)nn3)CC2)nc(N2CCN(C(=O)[C@H](CCCN=C(N)N)n3cc(C(N)[C@@H](C)CC)nn3)CC2)n1 (stereo partly specified)
  2.3 | 0.6
COc1ccccc1-c1ccc(SCC(=O)NC2CCCCC2)nn1
  10.2 | -0.4
Cc1ccc(CSCC(=O)Nc2cc(S(=O)(=O)N3CCOCC3)ccc2OC(C)C)cc1
  8.9 | -0.5
CCOC(=O)C1CCCN(C(=O)c2c(-c3ccccc3Cl)noc2C)C1 (stereo unspecified)
  12.1 | -2.7
Nc1nonc1-n1nnc(C(=O)N/N=C/c2ccc(Br)cc2)c1CN1CCOCC1
  -1.9 | 0.4
CCOc1ccc2nc(NS(=O)(=O)c3ccc(NC(C)=O)cc3)sc2c1
  10.0 | -2.4
Cc1cc(C)c2c(n1)sc1c(N3CCCCC3)ncnc12
  10.6 | 0.7
O=C(CN1C(=O)c2ccccc2C1=O)OCC(=O)N1CCCCC1
  6.1 | -0.7
Nn1c(SCC(=O)NCC2CCCO2)nnc1-c1ccc(OC(F)F)cc1 (stereo unspecified)
  14.9 | 8.6
CCn1cnc2c(Nc3cccc(Cl)c3)nc(C#N)nc21
  4.6 | 4.7
O=C(NC1CCCCC1)c1cc(S(=O)(=O)N2CCCC2)ccc1Cl
  34.2 | -0.7
O=C(c1ccco1)N1N=C(c2ccccc2)CC1c1ccc2nccnc2c1 (stereo unspecified)
  3.1 | 0.3
C[C@@H](C(=O)NCc1c(F)cccc1Cl)N1C(=O)N2CCc3c([nH]c4ccccc34)[C@@]2(C)C1=O
  67.4* | 2.4
Cc1nn(C)cc1/C=N/NC(=O)c1ccc2c(c1)OCO2
  83.4* | -2.7
Cc1cc(S(=O)(=O)Nc2c(C)ccc3nsnc23)ccc1F
  9.5 | -1.5
O=C(COC(=O)/C=C/C(=O)OCC(=O)Nc1ccccc1F)Nc1ccccc1F
  9.8 | -0.2
CCOC(=O)Cn1c(=O)oc2cc(S(=O)(=O)N3CCC(N4CCCCC4)CC3)ccc21
  10.2 | -0.5
COc1ccc(N2CCN(C(=S)Nc3cccc(C)c3)CC2)cc1
  14.9 | -0.2
O=C1c2cccnc2C(O)N1Cc1ccccc1 (stereo unspecified)
  20.6 | -0.7
CCOc1ccc(C(C(=O)NCC2CCCO2)N(C(=O)c2snc(C(N)=O)c2N)c2cccc(F)c2)cc1 (stereo unspecified)
  13.1 | -0.8
CC(C)CCN1CCN(Cc2ccc(N3CCNC3=O)cc2)CC1CCO (stereo unspecified)
  6.1 | -1.5
COc1ccc(NC(=O)/C=C/c2ccc(OC)c(OC)c2)cn1
  16.5 | -0.2
O=S(=O)(Nc1ccc(S(=O)(=O)Nc2nccs2)cc1)c1ccc(Br)cc1
  9.2 | -2.6
O=C(Nc1ccccc1)c1cc(N2CCOCC2)nc2ccccc12
  9.2 | -0.9
CCN(CC(=O)NCc1ccc(Cl)cc1)C(=O)c1ccc(S(=O)(=O)N(C)C)cc1
  11.6 | -1.7
CCc1nnc(NC(=O)CN2C(=O)/C(=C/c3cc(OC)c(OC)c(OC)c3)SC2=S)s1
  3.5 | /
Cc1nc2ccccc2n1/C(=N\S(=O)(=O)c1ccccc1)c1ccccc1
  6.6 | -1.4

New compounds follow
Results follow in this order: OX1R antag | STK33 inh
Cc1nc2ccsc2c(=O)n1-c1cccc(Cl)c1
  9.7 | -0.7
Cc1cc(OCC(=O)Nc2ccc(S(=O)(=O)NC3=NCCCCC3)cc2)c(C(C)C)cc1Cl
  -4.2 | -1.5
COc1cc(OC)c(C2C(C#N)=C(N)Oc3cc(C)n(CCCN4CCOCC4)c(=O)c32)cc1OC (stereo unspecified)
  20.1 | -2.9
Nn1c(SC/C=C/c2ccccc2)nnc1-c1cccnc1
  1.1 | -0.4
Cc1ccc(CCNC(=O)C2CCN(S(=O)(=O)c3ccc4c(c3)CCC(=O)N4)CC2)cc1
  5.6 | 0.6
CC(=O)Nc1ccc2oc(C)nc2c1
  7.0 | -0.5
C=CCn1c(C)cc(C(=O)CSc2n[nH]c(N)n2)c1C
  8.2 | -0.9
COc1cccc(-c2noc(C3CCCN(C(=O)c4ccc(F)cc4F)C3)n2)c1 (stereo unspecified)
  18.1 | -1.2
Cc1nn(CCCC(=O)NCCc2ccc(Cl)cc2)c(=O)c2nn(-c3ccccc3)c(C)c12
  10.9 | 0.5
Cc1ccccc1C(=O)NNC(=S)NC(=O)c1cccs1
  0.3 | -1.1
Cc1csc(-c2coc3cc(O)cc(C)c3c2=O)n1
  93.6* | 3.1
CCCCNS(=O)(=O)c1ccc2nc(-c3cccnc3)cc(C(=O)NCCCOCC)c2c1
  13.7 | -2.3
O=C(COC(=O)Cc1ccc(Br)cc1)Nc1c(F)c(F)c(F)c(F)c1F
  13.6 | -0.9
CCOc1ccc(CCNC(=O)c2ccccc2OCc2c(C)noc2C)cc1OCC
  19.4 | -0.8
O=C(N=C1SC2CS(=O)(=O)CC2N1c1cccc(Cl)c1Cl)C1CC1 (stereo unspecified)
  10.6 | -1.3

An excerpt of these results, with values ahead of the structure:
OX1R antag	STK33 inh	mol
3.1	0.3	O=C(c1ccco1)N1N=C(c2ccccc2)CC1c1ccc2nccnc2c1 (stereo unspecified)
67.4*	2.4	C[C@@H](C(=O)NCc1c(F)cccc1Cl)N1C(=O)N2CCc3c([nH]c4ccccc34)[C@@]2(C)C1=O
83.4*	-2.7	Cc1nn(C)cc1/C=N/NC(=O)c1ccc2c(c1)OCO2
9.5	-1.5	Cc1cc(S(=O)(=O)Nc2c(C)ccc3nsnc23)ccc1F

New compounds follow:
Results follow in this order: OX1R antag | STK33 inh
O=C(NCC1CCCO1)c1ccc(NC(=O)c2ccc(Br)cc2)cc1 (stereo unspecified)
  5.1 | -0.8
O=C(Cn1cc2c(n1)CCCC2)NCCCN1CCN(c2ccccc2F)CC1
  10.8 | -1.3
O=C(CCc1nnc2ccc(NCc3ccco3)nn12)N1CCN(c2ccc(F)cc2)CC1
  -1.8 | -0.2
CCOC(=O)C1(Cc2ccc(OC)cc2)CCN(C(=O)c2sc(C)nc2C)CC1
  19.0 | 0.7
CC(=O)N1CCOc2ccc(S(=O)(=O)Nc3ncccc3C)cc21
  1.0 | -1.0
O=C(Nc1cccc2ccccc12)c1onc2c1CCCC2
  39.2 | 0.0
O=C(CSc1nnc2c(n1)[nH]c1ccccc12)NCc1ccccc1F
  32.5 | -1.9
O=[N+]([O-])c1ccc(N(CCO)Cc2ccccc2)c([N+](=O)[O-])c1
  8.6 | -3.0
CC(C)(C)NC(=O)c1cccc(NC(=O)c2ccc3c(c2)C(=O)N(C(C)(C)C)C3=O)c1
  4.9 | -0.9
N#Cc1ccc(C2N=C(c3ccccc3)NO2)cc1 (stereo unspecified)
  19.3 | 1.5
Nc1n[nH]c2ccccc12
  18.4 | 0.4
C=CCC(C#Cc1ccc(C)cc1)N(CC)CC (stereo unspecified)
  16.3 | 0.2
O=C(NN=C1CCN(Cc2ccccc2)CC1)c1ccccc1
  13.6 | -2.2
CC(=O)c1c(C)n(C)c2ccc(OC(=O)c3ccco3)cc12
  18.1 | -0.6
Cc1ccccc1C(=O)N1CCN(c2ccc(NC(=O)c3ccco3)cc2Cl)CC1
  11.2 | -1.0
COc1ccc(C(=O)Nc2cc(C)c(NC(=O)c3ccccc3OC)cn2)cc1
  26.1 | -0.1
COc1cc(NC(=O)c2ccc3c(SCC(=O)O)c4c(nc3c2)CCCC4)cc(OC)c1OC
  4.7 | -1.4
CC1Cc2ccccc2N1C(=O)CN1C(=O)NC2(CCCCC2)C1=O (stereo unspecified)
  1.1 | 0.5
COc1ccc(OCCCC(=O)N2CCN(S(=O)(=O)c3cccc(F)c3)CC2)cc1
  14.2 | -2.3
COc1ccc(OCC(O)COc2ccc(C(=O)O)cc2)cc1 (stereo unspecified)
  13.3 | -1.9
CCCc1cc(=O)oc2cc(OCc3ccc(C(=O)O)cc3)ccc12
  1.6 | 0.2
COc1ccc(C(=O)COC(=O)CN2C(=O)NC(C)(C)C2=O)cc1OC
  11.6 | -1.0
COc1cccc2c1OC1(C)CC2/C(=C(\C)O)C(=O)N1 (stereo unspecified)
  9.8 | -1.3
COc1ccccc1Cn1c(C)nnc1-c1cnn(C)c1N
  9.6 | -0.9
CN1C(=S)SC2CS(=O)(=O)CC21 (stereo unspecified)
  5.5 | -0.7
CCc1ccc(CCC(=O)Nc2nnc(CC)s2)o1
  3.5 | -0.5
Cn1nc(C(=O)N2CCc3ccccc32)c2ccccc2c1=O
  3.1 | -1.7
Cn1c(-c2ccccc2O)cc2ccccc21
  42.2 | -1.8
C#CCOCCOCCOCCNc1nc(N2CCN(C(=O)C([C@@H](C)O)n3cc([C@@H](N)CCCCN)nn3)CC2)nc(N2CCN(C(=O)[C@H](CCCCN)n3cc(CN)nn3)CC2)n1 (stereo partly specified)
  6.3 | 2.2
O=C(O)c1ccc(-n2[nH]c3c(c2=O)CCCC3)cc1
  8.9 | -0.6
CC(=O)c1cccc(NC(=O)CSc2nc(=O)n(CCN3CCOCC3)c3c2CCCC3)c1
  14.9 | 0.7
CSc1ncccc1C(=O)Nc1cc(C)ccn1
  2.9 | 0.6
O=S(=O)(c1ccc(-n2cnnn2)cc1)N1CCN(c2ccccc2F)CC1
  16.8 | -1.2
COc1cc(NC(=O)c2ccc(COCC(F)(F)F)cc2)cc(OC)c1OC
  21.1 | -2.5
O=C(Cc1ccccc1)NNC1CC(=O)N(c2ccccc2)C1=O (stereo unspecified)
  21.5 | -0.6
NC(=O)c1nsc(C(=O)N(CC(=O)NCc2ccccc2)c2cccc(F)c2)c1N
  32.3 | 0.1
CN(C)N1C(N)=C(C#N)C(c2ccc3c(c2)OCO3)C2=C1CCCC2=O (stereo unspecified)
  4.3 | 0.5
CC(C)(C)CC(=O)Nc1ccccc1N1CCN(c2ccc(F)cc2)CC1
  5.0 | -0.6
CCn1c(CNC(=O)Cc2ccc(OC)cc2)nnc1SCC(=O)Nc1ccc(C(=O)O)cc1
  20.1 | -0.1
COc1ccccc1NC(=O)NCCCl
  8.4 | 0.0
CCCCN(Cc1ccccc1)S(=O)(=O)c1c(N)n(C)c(=O)n(C)c1=O
  4.1 | -1.8
COc1ccc(C(=O)N/C(=C\c2ccccc2)C(=O)Nc2ccccc2C(=O)O)cc1
  21.3 | -0.9
O=C(NCCCNC(=O)c1ccc(-c2cccc(Cl)c2)o1)c1cnccn1
  6.7 | -0.6
